NSD2 block: blocks human NSD2 histone methyltransferase activity. O96028. NSD2-SET H3K36me1 DELFIA fluorescence, biochemical. inhibition, % at 12.5 µM. 44,000 compounds, 0.07% hits; in the data active = inhibition above about 54%, passing the limit was not always enough;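 also: inhibitors reduce the monomethyl H3K36 fluorescence signal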
Target sequence (O96028 whole entry, looked up): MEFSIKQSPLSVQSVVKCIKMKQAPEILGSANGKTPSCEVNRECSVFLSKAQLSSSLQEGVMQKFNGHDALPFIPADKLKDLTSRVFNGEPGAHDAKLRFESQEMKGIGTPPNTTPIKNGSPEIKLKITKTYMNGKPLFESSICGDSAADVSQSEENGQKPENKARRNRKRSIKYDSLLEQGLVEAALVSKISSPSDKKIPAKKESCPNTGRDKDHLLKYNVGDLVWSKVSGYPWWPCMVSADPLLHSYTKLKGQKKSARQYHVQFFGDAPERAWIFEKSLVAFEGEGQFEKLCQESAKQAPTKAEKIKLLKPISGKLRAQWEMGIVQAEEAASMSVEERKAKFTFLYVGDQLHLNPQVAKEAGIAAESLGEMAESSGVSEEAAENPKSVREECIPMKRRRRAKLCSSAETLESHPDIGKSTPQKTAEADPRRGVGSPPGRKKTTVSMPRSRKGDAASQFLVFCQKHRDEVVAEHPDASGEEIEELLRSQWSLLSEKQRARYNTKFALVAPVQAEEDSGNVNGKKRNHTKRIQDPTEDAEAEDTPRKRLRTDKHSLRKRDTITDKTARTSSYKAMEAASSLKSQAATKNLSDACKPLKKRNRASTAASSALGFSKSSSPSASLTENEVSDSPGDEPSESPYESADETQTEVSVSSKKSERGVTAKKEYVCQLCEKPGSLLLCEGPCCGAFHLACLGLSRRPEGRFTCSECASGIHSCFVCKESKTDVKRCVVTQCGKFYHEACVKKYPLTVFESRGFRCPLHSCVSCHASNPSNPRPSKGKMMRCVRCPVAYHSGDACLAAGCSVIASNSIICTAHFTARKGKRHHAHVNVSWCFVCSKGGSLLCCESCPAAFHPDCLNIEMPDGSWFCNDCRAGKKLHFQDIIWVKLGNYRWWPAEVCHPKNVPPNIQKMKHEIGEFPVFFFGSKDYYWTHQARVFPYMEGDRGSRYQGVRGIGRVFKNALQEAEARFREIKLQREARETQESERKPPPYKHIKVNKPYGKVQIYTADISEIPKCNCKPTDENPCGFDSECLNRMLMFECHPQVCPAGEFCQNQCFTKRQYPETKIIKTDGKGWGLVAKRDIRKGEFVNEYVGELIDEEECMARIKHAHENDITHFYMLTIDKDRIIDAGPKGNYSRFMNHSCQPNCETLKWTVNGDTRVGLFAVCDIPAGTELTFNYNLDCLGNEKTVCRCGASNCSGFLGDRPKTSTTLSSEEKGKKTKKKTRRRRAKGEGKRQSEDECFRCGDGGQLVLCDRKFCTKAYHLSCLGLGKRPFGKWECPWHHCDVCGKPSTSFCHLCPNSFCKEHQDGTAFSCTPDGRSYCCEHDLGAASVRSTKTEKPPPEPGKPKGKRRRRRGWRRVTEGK
The depositor's hits bear a star.

The opening 4 compounds (preview)
| SMILES | NSD2 block |
| --- | --- |
| C/C=C/c1cnc2c(c1)C(=O)N([C@@H](C)CO)C[C@@H](C)[C@@H](CN(C)C(=O)Nc1ccc(OC)cc1)O2 | 2.2 |
| C[C@H](CO)N1C[C@H](C)[C@@H](CN(C)S(=O)(=O)c2ccccc2F)Oc2ncc(C#Cc3ccccc3F)cc2C1=O | 9.2 |
| C[C@@H]1CN([C@H](C)CO)C(=O)c2cc(NC(=O)Nc3ccc(C(F)(F)F)cc3)ccc2O[C@@H]1CN(C)Cc1ccc(C(F)(F)F)cc1 | 7.6 |
| CCCN(C)C[C@@H]1Oc2cc(C#Cc3cccc(F)c3)ccc2S(=O)(=O)N([C@@H](C)CO)C[C@@H]1C | 0.4 |

Main list (from the top)
| SMILES | NSD2 block |
| --- | --- |
| C/C=C/c1cnc2c(c1)C(=O)N([C@@H](C)CO)C[C@@H](C)[C@@H](CN(C)C(=O)Nc1ccc(OC)cc1)O2 | 2.2 |
| C[C@H](CO)N1C[C@H](C)[C@@H](CN(C)S(=O)(=O)c2ccccc2F)Oc2ncc(C#Cc3ccccc3F)cc2C1=O | 9.2 |
| C[C@@H]1CN([C@H](C)CO)C(=O)c2cc(NC(=O)Nc3ccc(C(F)(F)F)cc3)ccc2O[C@@H]1CN(C)Cc1ccc(C(F)(F)F)cc1 | 7.6 |
| CCCN(C)C[C@@H]1Oc2cc(C#Cc3cccc(F)c3)ccc2S(=O)(=O)N([C@@H](C)CO)C[C@@H]1C | 0.4 |
| O=C(Cc1ccncc1)Nc1ccc2c(c1)[C@H]1C[C@@H](CC(=O)NC3CCCCC3)O[C@H](CO)[C@H]1O2 | 0.3 |
| C[C@H](CO)N1C[C@H](C)[C@H](CN(C)C(=O)Cc2ccccc2)OCCCC[C@H](C)Oc2ccc(N(C)C)cc2C1=O | 2.6 |
| Cc1ccc(OCC(=O)Nc2cc3nn(-c4ccc(C)cc4)nc3cc2C)cc1 | -6.0 |
| C[C@H]1CN([C@@H](C)CO)C(=O)c2cc(NC(=O)Cn3cnnn3)ccc2O[C@H]1CN(C)Cc1ccc(-c2ccccc2)cc1 | 1.0 |
| C[C@@H]1CCCCO[C@@H](CN(C)Cc2ccc3c(c2)OCO3)[C@H](C)CN([C@H](C)CO)C(=O)c2cc(NS(=O)(=O)c3ccccc3)ccc2O1 | 4.5 |
| O=C1O[C@H](c2ccccc2)[C@H](c2ccccc2)N2[C@H]1[C@@H](C(=O)O)[C@]1(C(=O)Nc3ccc(C#CC4=CCCCC4)cc31)[C@H]2c1ccc(O)cc1 | 12.8 |
| C[C@@H]1CN([C@@H](C)CO)C(=O)c2cc(NC(=O)Nc3ccc(F)cc3)ccc2O[C@H]1CN(C)Cc1ccc(Oc2ccccc2)cc1 | 0.8 |
| CCC(=O)N(C)C[C@H]1Oc2cc(-c3ccccc3)ccc2S(=O)(=O)N([C@@H](C)CO)C[C@H]1C | 0.4 |
| Cc1noc(C)c1NC(=O)N(C)C[C@H]1Oc2ccc(NC(=O)Nc3cccc4ccccc34)cc2C(=O)N([C@H](C)CO)C[C@@H]1C | -2.1 |
| C[C@@H]1CN([C@H](C)CO)C(=O)c2cc(NC(=O)C3CCCCC3)ccc2O[C@@H]1CN(C)C(=O)Nc1ccc(C(F)(F)F)cc1 | -1.9 |
| C[C@H](O)C#Cc1ccc2c(c1)O[C@@H](CN(C)C(=O)CC1CC1)[C@@H](C)CN([C@@H](C)CO)S2(=O)=O | 1.2 |
| C[C@H]1CN([C@@H](C)CO)C(=O)CCCn2cc(nn2)CO[C@H]1CN(C)S(=O)(=O)c1ccccc1 | 0.2 |
| O=C(N/N=C/c1ccc(O)cc1Br)c1ccccc1O | -2.6 |
| Cc1ccc(S(=O)(=O)N(C)C[C@H]2Oc3ccc(NS(C)(=O)=O)cc3C(=O)N([C@@H](C)CO)C[C@@H]2C)cc1 | 4.6 |
| COc1ccccc1C#Cc1cnc2c(c1)C(=O)N([C@H](C)CO)C[C@@H](C)[C@@H](CN(C)C)O2 | -2.6 |
| COCC#Cc1ccc2c(c1)O[C@H](CN(C)C(=O)c1ccccc1)[C@@H](C)CN([C@@H](C)CO)S2(=O)=O | -0.2 |
| COc1ccccc1CNC(=O)C[C@H]1C[C@@H]2c3cc(NC(=O)c4ccc5c(c4)OCO5)ccc3O[C@@H]2[C@@H](CO)O1 | -8.0 |
| COc1cccc(CNC(=O)C[C@@H]2CC[C@H](NC(=O)C3CCC3)[C@H](CO)O2)c1 | 6.8 |
| C[C@H](CO)N1C[C@H](C)[C@H](CN(C)C(=O)Nc2ccc(F)cc2)Oc2ccc(NC(=O)C3CCCCC3)cc2CC1=O | -2.2 |
| O=C(C[C@H]1C=C[C@H](NC(=O)CCN2CCCCC2)[C@H](CO)O1)NCc1ccc(Cl)c(Cl)c1 | -0.2 |
| O=C(NC1CCCCC1)N[C@@H]1CC[C@@H](CC(=O)N2CCOCC2)O[C@@H]1CO | 4.5 |
| CN(C)CCCNC(=O)C[C@H]1CC[C@H](NC(=O)Cc2cccnc2)[C@@H](CO)O1 | 3.4 |
| C[C@@H]1CCCCO[C@H](CN(C)C(=O)CCCN(C)C)[C@H](C)CN([C@@H](C)CO)C(=O)c2cc(NS(=O)(=O)c3ccc(Cl)cc3)ccc2O1 | -2.2 |
| C[C@H]1CN([C@@H](C)CO)C(=O)c2cc(NC(=O)Nc3ccc4c(c3)OCO4)ccc2O[C@@H]1CN(C)Cc1ccc(Cl)c(Cl)c1 | -1.5 |
| COc1ccc(NC(=O)Nc2ccc3c(c2)C(=O)N([C@H](C)CO)C[C@@H](C)[C@H](CN(C)S(=O)(=O)c2ccc(C)cc2)OCCCC[C@H](C)O3)cc1 | 0.2 |
| C[C@@H]1CCCCO[C@H](CN(C)C(=O)Nc2ccc(C(F)(F)F)cc2)[C@H](C)CN([C@@H](C)CO)C(=O)c2cc(NS(=O)(=O)c3cccs3)ccc2O1 | -4.1 |
| C[C@H](CO)N1C[C@H](C)[C@H](CN(C)Cc2ccc(-c3ccccc3)cc2)Oc2ccc(NS(=O)(=O)c3ccc(F)cc3)cc2C1=O | 5.6 |
| C[C@@H]1CN([C@@H](C)CO)S(=O)(=O)c2ccc(C3=CCCCC3)cc2O[C@H]1CN(C)C(=O)Cc1ccccc1 | 1.4 |
| C[C@@H]1CN([C@H](C)CO)C(=O)c2cc(NS(=O)(=O)c3ccccc3)ccc2O[C@@H](C)CCCCO[C@@H]1CN(C)C(=O)c1ccncc1 | 5.4 |
| O=C(Nc1ccc2c(c1)OCO2)N[C@H]1C=C[C@@H](CC(=O)N2CCN(c3ccccc3)CC2)O[C@H]1CO | 9.4 |
| C[C@H]1CN([C@@H](C)CO)C(=O)c2cc(NC(=O)CCN3CCOCC3)ccc2O[C@H]1CN(C)C(=O)Nc1cccc2ccccc12 | 2.6 |
| O=C(O)CCCCCC(=O)N/N=C/c1cccnc1 | 0.0 |

Exported field by field: entries from further up
O=C(Nc1ccc2c(c1)OCO2)N[C@H]1C=C[C@@H](CC(=O)N2CCN(c3ccccc3)CC2)O[C@H]1CO
  NSD2 block: 9.4

C[C@H]1CN([C@@H](C)CO)C(=O)c2cc(NC(=O)CCN3CCOCC3)ccc2O[C@H]1CN(C)C(=O)Nc1cccc2ccccc12
  NSD2 block: 2.6

Next entries
| SMILES | NSD2 block |
| --- | --- |
| C[C@@H]1CN([C@@H](C)CO)C(=O)c2cc(-c3cccc(C(=O)N(C)C)c3)cnc2O[C@@H]1CN(C)S(=O)(=O)c1ccccc1 | -2.2 |
| COc1ccc(S(=O)(=O)N(C)C[C@H]2OCCCC[C@H](C)Oc3ccc(NC(=O)Nc4ccc(C(F)(F)F)cc4)cc3C(=O)N([C@H](C)CO)C[C@H]2C)cc1 | -1.1 |
| CCCC#Cc1ccc2c(c1)O[C@@H](CN(C)C(=O)c1ccccc1)[C@H](C)CN([C@@H](C)CO)S2(=O)=O | -8.3 |
| C[C@@H]1CN([C@H](C)CO)C(=O)Cc2cc(NC(=O)Nc3ccc(F)cc3)ccc2O[C@@H]1CN(C)Cc1ccc(C(F)(F)F)cc1 | -3.3 |
| COc1ccccc1CN1C(=O)c2ccccc2[C@](Cc2ccccc2I)(C(=O)NCc2ccccc2)[C@@H]1c1ccc(CO)cc1 | -7.9 |
| COCC#Cc1cnc2c(c1)C(=O)N([C@@H](C)CO)C[C@H](C)[C@H](CN(C)C(=O)c1ccc3c(c1)OCO3)O2 | -4.5 |
| CC(C)NC(=O)N(C)C[C@@H]1Oc2ccc(NC(=O)Cc3ccccc3)cc2CC(=O)N([C@H](C)CO)C[C@@H]1C | 0.9 |
| C[C@H](CO)N1C[C@H](C)[C@@H](CN(C)Cc2ccc(Cl)c(Cl)c2)Oc2c(NC(=O)CCCCCC(=O)Nc3ccccc3N)cccc2C1=O | 1.8 |
| CC(=O)Oc1ccccc1C(=O)OCO/N=[N+](\[O-])N1CCCC1 | -2.7 |
| C[C@@H]1CCCCO[C@@H](CN(C)C(=O)Nc2ccccc2)[C@H](C)CN([C@H](C)CO)C(=O)c2cc(NC(=O)Nc3ccccc3)ccc2O1 | -2.6 |
| COc1ccc(S(=O)(=O)N(C)C[C@H]2Oc3ccc(NS(=O)(=O)c4ccccc4)cc3CC(=O)N([C@@H](C)CO)C[C@H]2C)cc1 | -7.9 |
| C[C@@H]1CCCCO[C@H](CN(C)C(=O)C2CCCCC2)[C@H](C)CN([C@@H](C)CO)C(=O)c2cc(NS(C)(=O)=O)ccc2O1 | 1.5 |
| COc1cccc(-c2cnc3c(c2)C(=O)N([C@H](C)CO)C[C@H](C)[C@H](CN(C)C(=O)CN(C)C)O3)c1 | -3.9 |
| C[C@H](CO)N1C[C@H](C)[C@@H](CN(C)C(=O)c2ccncc2)Oc2cc(C#CC3CC3)ccc2S1(=O)=O | 0.8 |
| OCC1OC(n2cnc3c(NC4CCCC4)ncnc32)C(O)C1O (configuration not stated) | 0.1 |
| C[C@@H]1CN([C@H](C)CO)C(=O)c2cc(NC(=O)Cc3ccccc3)ccc2O[C@@H]1CN(C)S(=O)(=O)c1cn(C)cn1 | 1.7 |
| C[C@H](CO)N1C[C@H](C)[C@H](CN(C)Cc2ccc(Cl)c(Cl)c2)Oc2ccc(NC(=O)c3ccncc3)cc2CC1=O | -6.5 |
| C[C@@H]1CN([C@@H](C)CO)C(=O)c2cc(C#CC(C)(C)O)cnc2O[C@H]1CN(C)Cc1cccc(F)c1 | -2.8 |
| C[C@@H]1CN([C@H](C)CO)C(=O)c2cc(C#C[C@@H](C)O)cnc2O[C@@H]1CN(C)C(=O)CC1CC1 | 2.2 |
| Cc1noc(C)c1NC(=O)Nc1ccc2c(c1)C(=O)N([C@H](C)CO)C[C@H](C)[C@H](CN(C)Cc1ccc(C(F)(F)F)cc1)OCCCC[C@H](C)O2 | -1.3 |
| CC(C)CC#Cc1cnc2c(c1)C(=O)N([C@@H](C)CO)C[C@@H](C)[C@@H](CN(C)C(=O)Cc1cccnc1)O2 | -4.1 |
| CCCC#Cc1ccc2c(c1)O[C@H](CN(C)C(=O)CC)[C@@H](C)CN([C@H](C)CO)S2(=O)=O | -4.5 |
| CC(C)NC(=O)N[C@H]1C=C[C@@H](CC(=O)NC2Cc3ccccc3C2)O[C@H]1CO | -0.6 |
| CC(=O)N(C)C[C@@H]1Oc2cc(C#Cc3ccncc3)ccc2S(=O)(=O)N([C@H](C)CO)C[C@@H]1C | 3.1 |
| CCC(=O)N(C)C[C@H]1Oc2cc(-c3ccncc3)ccc2S(=O)(=O)N([C@@H](C)CO)C[C@H]1C | 2.0 |
| CCc1ccc(-n2cc3c(c(C#N)c2=N)CC(C)(C)CC3=O)cc1 | -6.2 |
| C/C=C/c1ccc2c(c1)O[C@@H](CN(C)C(=O)c1ccc(F)cc1)[C@H](C)CN([C@H](C)CO)S2(=O)=O | -1.2 |
| C[C@H]1CN([C@@H](C)CO)C(=O)c2cc(-c3cccnc3)cnc2O[C@@H]1CN(C)C(=O)c1cccc(F)c1 | -2.4 |
| C[C@H]1CCCCO[C@@H](CN(C)S(=O)(=O)c2ccccc2)[C@@H](C)CN([C@@H](C)CO)C(=O)c2cc(NC(=O)Nc3ccccc3)ccc2O1 | 19.7 |
| C[C@@H]1CN([C@H](C)CO)C(=O)c2cc(N(C)C)ccc2O[C@@H](C)CCCCO[C@@H]1CN(C)S(=O)(=O)c1ccccc1 | 13.1 |
| C[C@@H]1CCCCO[C@H](CN(C)S(=O)(=O)c2ccc(F)cc2)[C@@H](C)CN([C@@H](C)CO)C(=O)c2cc(NC(=O)c3ccncc3)ccc2O1 | -1.5 |
| O=C(C[C@H]1C[C@H]2c3cc(NC(=O)Nc4ccccc4)ccc3O[C@H]2[C@@H](CO)O1)NCc1cccnc1 | 4.2 |
| C[C@@H]1CN([C@@H](C)CO)C(=O)c2cc(NC(=O)Nc3ccccc3)ccc2O[C@@H](C)CCCCO[C@@H]1CN(C)C(=O)CCCN(C)C | -1.6 |
| C[C@H]1CN([C@@H](C)CO)C(=O)c2cc(NC(=O)Nc3ccccc3)ccc2O[C@H]1CN(C)C(=O)Nc1ccc(C(F)(F)F)cc1 | -8.9 |
| C[C@@H]1CN([C@H](C)CO)C(=O)c2cc(NC(=O)Cn3cnnn3)ccc2O[C@@H]1CN(C)C(=O)Nc1ccc2c(c1)OCO2 | 4.1 |
| CCC(=O)N(C)C[C@@H]1Oc2ncc(C#C[C@H](C)O)cc2C(=O)N([C@@H](C)CO)C[C@@H]1C | 8.4 |
| C[C@H](CO)N1C[C@H](C)[C@H](CN(C)Cc2ccc(C(F)(F)F)cc2)Oc2ccc(NC(=O)Nc3ccc(C(F)(F)F)cc3)cc2C1=O | 6.8 |
| Cc1noc(C)c1NC(=O)Nc1ccc2c(c1)C(=O)N([C@H](C)CO)C[C@H](C)[C@H](CN(C)S(=O)(=O)c1ccc(Cl)cc1)OCCCC[C@@H](C)O2 | 4.1 |
| C[C@H]1CCCCO[C@@H](CN(C)Cc2ccc3c(c2)OCO3)[C@@H](C)CN([C@@H](C)CO)C(=O)c2cc(NS(=O)(=O)c3cccs3)ccc2O1 | -0.6 |
| C[C@@H]1CN([C@H](C)CO)C(=O)c2cc(NC(=O)CCCCCC(=O)Nc3ccccc3N)ccc2O[C@H]1CN(C)C(=O)Nc1ccc(F)cc1 | 3.7 |

Source: PubChem (Broad Institute)

These rows are one share of the data (hit frequency here may not be typical).
